Source: PubChem BioAssay (several laboratories)
PDI turbidity: inhibitors of human PDI, primary screen, biochemical, turbidity, single point, plate reader; inhibition, % at 10 µM; 0.052% of 350,000 active; AID 588391, 2011; PDI insulin aggregation turbidity, A650, 90 min; Protein disulfide-isomerase (Homo sapiens), P07237;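 active means mean inhibition across replicates of 30% or more, whatever share of single replicates reach that level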;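 further: absorbance from insulin aggregation driven by PDI reduction with DTT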
Target sequence (P07237 whole entry, looked up): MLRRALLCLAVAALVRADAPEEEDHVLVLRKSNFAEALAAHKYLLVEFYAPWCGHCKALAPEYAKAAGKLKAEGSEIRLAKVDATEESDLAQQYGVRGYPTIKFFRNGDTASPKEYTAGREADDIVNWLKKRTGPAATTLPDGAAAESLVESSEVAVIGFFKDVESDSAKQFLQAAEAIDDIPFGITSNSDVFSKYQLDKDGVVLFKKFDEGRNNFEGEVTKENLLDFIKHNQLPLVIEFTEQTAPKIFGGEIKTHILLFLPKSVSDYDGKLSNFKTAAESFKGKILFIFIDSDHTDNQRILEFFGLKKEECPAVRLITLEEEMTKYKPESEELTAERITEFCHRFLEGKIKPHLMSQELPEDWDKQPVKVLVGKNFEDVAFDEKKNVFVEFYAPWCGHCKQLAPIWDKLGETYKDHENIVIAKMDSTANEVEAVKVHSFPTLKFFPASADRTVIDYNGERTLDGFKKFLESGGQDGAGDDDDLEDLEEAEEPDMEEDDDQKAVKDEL
MC4R barr agon: MC4R agonists recruiting beta-arrestin, primary screen, cell-based, luminescence, agonist arm of biased-ligand search | Melanocortin receptor 4 (Homo sapiens), P32245 | U2OS MC4R beta-arrestin complementation; percent of melanotan II response, DMSO zero | activation, % at 8.9 µM | 0.98% of 360,000 active | AID 540308, 2011;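 active means activation above a per-plate cutoff, the mean activation of sample wells on that plate plus 3 SD, cut at about 8% in these data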
Target sequence (P32245 whole entry, looked up): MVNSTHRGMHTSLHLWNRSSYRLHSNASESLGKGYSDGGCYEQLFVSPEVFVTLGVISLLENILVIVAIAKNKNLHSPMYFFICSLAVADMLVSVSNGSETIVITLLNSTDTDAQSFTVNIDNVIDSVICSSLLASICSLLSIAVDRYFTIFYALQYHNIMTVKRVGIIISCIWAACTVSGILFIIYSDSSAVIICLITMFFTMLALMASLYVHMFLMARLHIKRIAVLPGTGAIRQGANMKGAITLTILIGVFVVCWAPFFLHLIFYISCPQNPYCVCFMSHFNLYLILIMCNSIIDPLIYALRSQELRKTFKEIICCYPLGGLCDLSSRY
Glyco luc inh: increase of ERlucT glycosylation luciferase signal, primary screen, N-linked glycosylation inhibitor project, D54 ERlucT cells, luminescence, set 2 | D54 ERlucT glycosylation luciferase reporter, 24 h; percent of 100 nM tunicamycin response | reporter increase, % at 12.5 µM | 0.23% of 360,000 active | AID 588692, 2011;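 active means mean luciferase reporter signal, scaled so untreated is 0 and the glycosylation-blocking control 100, at or above a set limit in every replicate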;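 further: luciferase carries N-glycosylation sites so blocking glycosylation raises the light; 0% = median of neutral control wells and 100% = median of 100 nM tunicamycin wells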
CaV13 FRET inh: Disruptors of the CACNA1D IQ motif to Ca2+-dependent inactivation inhibitor domain association, primary screening, Förster resonance energy transfer in intact living … | HEK cells, CFP/YFP FRET ICDI-IQ, plate reader, 10 min; percent FRET-ratio fall versus neutral wells | inhibition, % at 12.3 µM | 0.098% of 340,000 active | AID 743397;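 active means mean replicate inhibition of at least 30% and at least 1% of replicates passing that level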;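 further: 0% = median of the neutral control wells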
Cardio protect: cardioprotection against H2O2-induced cell death, primary screen, uHTS, H9c2 cells, ATPLite luminescence; protection from H2O2 cell death, % at 20 µM; H9c2 cardiomyocytes, H2O2 injury protection, 2 h; 0.63% of 360,000 active;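 active means compounds giving at least 50% protection of heart cells from peroxide-induced death in the single-dose screen, raw or plate-pattern-corrected value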;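 further: 0% = DMSO wells with peroxide and 100% = DMSO wells without peroxide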
Granule exo inh: LAMP-1 surface exposure blockers, TALL-104 cells – cell-based, flow cytometry, MLPCN library, primary screen; inhibition, % at 10 µM; TALL-104 LAMP-1 surface exposure; cells stimulated with thapsigargin and PMA; 0.66% of 360,000 active;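 active means inhibition above about 55%, limit read from the data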
ABHD5-PLIN5 inh: ABHD5-PLIN5 interaction inhibitors, primary screen, cell lysate, split luciferase complementation, luminescence; Perilipin-5 (Homo sapiens) + 1-acylglycerol-3-phosphate O-acyltransferase ABHD5 (Homo …; Split G. princeps luciferase complementation, 4 h; inhibition, % at 4 µM; 0.78% of 360,000 active;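 active means inhibition above the mean inhibition across every tested compound plus 3 SD, cut at about 22% in these data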;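 further: 0% = DMSO only wells and the 100% control is not disclosed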
MC4R antag cAMP: MC4R antagonists of cAMP signaling, primary screen, cell-based, TR-FRET, antagonist arm of biased-ligand search; inhibition, % at 6.5 µM; AID 540295, 2011; Melanocortin receptor 4 (Homo sapiens), P32245; MC4R-expressing cells, MTII-stimulated cAMP, LANCE TR-FRET; 0.48% of 360,000 active;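 active means inhibition above its plate's cutoff, the mean of tested wells on that plate plus 3 SD, cut at about 29% in these data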;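 further: 0% = Melanotan II alone and 100% = Melanotan II plus saturating MCL0020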
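Material: U2OS-MC4R stable cell line | Reagent: Melanotan II challenge after compound preincubation | Doses: One concentration, 6.5 µM nominal | Incubation: 30-min compound preincubation, 1-h Melanotan II challenge, 1-h detection, room temperature | Signal: TR-FRET cAMP assay | Replicates: One well per compound, no replicates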
ABCB6 inh 2: ABCB6 transporter inhibitors, primary screen, K562-ABCB6 cells, flow cytometry, MLPCN library | ATP-binding cassette sub-family B member 6 (Homo sapiens), Q9NP58 | fluorescence ratio to DMSO, % at 10 µM | 0.19% of 360,000 active | K562-ABCB6 porphyrin accumulation, 1 h; active compounds read low;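 active means fluorescence ratio to DMSO below 75%, the collection mean minus 3 SD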;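 further: signal is porphyrin accumulated inside mitochondria; 100% equals median channel fluorescence of DMSO control wells; lower ratio means ABCB6 inhibition with less porphyrin fluorescence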
m5-HT2A agonist: mouse Htr2a agonists via beta-arrestin recruitment, primary screen, cell-based, luminescence. 5-hydroxytryptamine receptor 2A (Mus musculus), P35363. CHO-K1 mHTR2A beta-arrestin complementation; percent of 30 µM serotonin response. activation, % at 7.6 µM. 0.66% of 360,000 active. AID 624169, 2012;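 active means activation above a run cutoff, the mean activation of all tested compounds plus 3 SD, cut at about 14% in these data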;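 further: 0% = plate median of compound wells and 100% = 30 µM serotonin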
Active calls of the source: *; nt = no result given.

Sample of the layout (two entries):
SMILES	PDI turbidity	MC4R barr agon	Glyco luc inh	CaV13 FRET inh	Cardio protect	Granule exo inh	ABHD5-PLIN5 inh	MC4R antag cAMP	ABCB6 inh 2	m5-HT2A agonist
Cn1c(=O)oc2cc(S(=O)(=O)N3CCN(c4ccccn4)CC3)ccc21	nt	1.2	0	-9	2	-1	-4	5	84	-1
CCc1ccccc1OCC(=O)Nc1cccc(S(=O)(=O)NC2=NCCCCC2)c1	0	3.0	-3	-6	-5	2	0	2	85	-9

The whole of this part, from the first entry:
SMILES	PDI turbidity	MC4R barr agon	Glyco luc inh	CaV13 FRET inh	Cardio protect	Granule exo inh	ABHD5-PLIN5 inh	MC4R antag cAMP	ABCB6 inh 2	m5-HT2A agonist
Cn1c(=O)oc2cc(S(=O)(=O)N3CCN(c4ccccn4)CC3)ccc21	nt	1.2	0	-9	2	-1	-4	5	84	-1
CCc1ccccc1OCC(=O)Nc1cccc(S(=O)(=O)NC2=NCCCCC2)c1	0	3.0	-3	-6	-5	2	0	2	85	-9
Cc1cc(-c2ccc(S(=O)(=O)N3CCN(c4cccc(C)c4C)CC3)s2)on1	-9	-0.4	-1	-7	-10	-6	-5	12	100	1
CC(=O)Nc1ccc(S(=O)(=O)N2CCN(Cc3cccs3)CC2)cc1	4	-0.1	1	9	-10	-1	1	9	100	-6
O=C(N/N=C/c1cc(Cl)ccc1O)c1ccc(Br)cc1	11	-0.1	-11	-6	31	6	-5	15	106	-10
N#Cc1ccccc1S(=O)(=O)N1CCN(c2nc(-c3ccccc3)nc3ccccc23)CC1	11	-3.2	-6	-16	23	-5	1	0	89	-2
O=C(CSc1nnc(-c2ccccc2)c2ccccc12)NCC1CCCO1 (centres undefined)	5	-1.3	-2	nt	4	0	-6	-3	100	-5
O=C(NCc1cccnc1)C1CC(=O)N(c2ccc(F)cc2)C1 (centres undefined)	5	-2.0	1	nt	-6	14	-6	-3	106	-4
CC1(C)CC(=O)C(CCCN2C(=O)c3ccccc3C2=O)C(=O)C1	-11	1.1	2	-4	4	1	-7	2	99	2
CN1OC[C@@H]2CN(Cc3ccc(Cl)cc3)[C@H](c3ccc(-n4ccnc4)cc3)C[C@@H]21	nt	nt	-1	-6	6	-11	18	nt	99	9
COc1ccc2nc3oc(C(=O)N4CCN(c5cccc(Cl)c5)CC4)cc3cc2c1	-1	3.0	0	nt	0	-3	10	-3	97	4
CN1CCc2ccccc2C1C1CCNCC1 (centres undefined)	0	0.9	-1	nt	2	0	6	13	100	-1
Cc1ccc2nc(-c3ccc(NC(=O)CNC4CC4)cc3)sc2c1	7	-1.2	-10	-7	-26	74*	17	15	99	11
C[C@@H](c1ccccc1)N1C[C@H](COCc2ccccc2)Oc2cc(N3CC[C@@H](N(C)C)C3)ccc2S1(=O)=O	nt	nt	nt	-9	nt	50	6	nt	96	-5
COc1ccc(C2=CC(=O)OC3(CCCC3)O2)cc1	-2	-1.3	0	-4	-3	-4	0	-1	104	-2
COc1ccccc1/C=N/NS(=O)(=O)c1ccccc1	-2	-1.4	0	-4	-3	3	-7	15	98	2
CC(=Cc1cccs1)C(=O)c1ccccc1	-1	2.8	-4	-5	-3	6	-4	-3	102	1
O=c1[nH]n2cc(-n3cc([N+](=O)[O-])cn3)cnc2c1Br	-1	0.6	1	-1	0	2	0	-1	89	7
Cc1ccc2c(C(=O)CN3CCC4(CC3)OCCO4)c(C)[nH]c2c1	5	1.5	0	-4	-8	2	2	16	99	-1
O=C(Nc1ccc(F)c(Cl)c1)c1cc(C2CCCN(S(=O)(=O)c3cccc4cccnc34)C2)on1 (centres undefined)	-7	-2.1	-6	-10	4	-7	-2	9	95	2
COC(=O)c1c[nH]n2c(=O)cc(C)nc12	9	-0.8	-2	-7	4	2	0	-6	100	2
CCOC(=O)C1=C(N)N2C(=O)C(C)SC2=C(C(=O)OC)C1c1ccccc1OC (centres undefined)	4	-0.1	0	-2	-13	0	7	-2	97	-3
CCN(CCn1cccn1)C(=O)CC1C(=O)NCCN1CC1CCCCC1 (centres undefined)	2	4.5	1	-2	-4	0	-5	0	106	5
CC(C)C(=O)NC(=O)COC(=O)/C=C/c1cccs1	0	-0.2	1	-3	5	2	-7	12	101	-3
CCOC(=O)C1=CN(Cc2cccc(F)c2)S(=O)(=O)N(CC)C1c1ccccc1 (centres undefined)	3	-0.8	-3	-6	-10	1	3	3	99	-6
Carrying on.
SMILES	PDI turbidity	MC4R barr agon	Glyco luc inh	CaV13 FRET inh	Cardio protect	Granule exo inh	ABHD5-PLIN5 inh	MC4R antag cAMP	ABCB6 inh 2	m5-HT2A agonist
Cc1ccc(S(=O)(=O)NCCC(=O)NC2CCCCC2)cc1	-12	-1.2	2	-6	0	1	-4	6	99	1
Cc1ccccc1C(=O)Nc1cccc(C#N)c1	1	-0.4	0	-6	3	-10	4	9	96	7
O=C(O)c1ccccc1C(=O)NNc1ccc(Cl)cc1	-13	-2.8	3	-5	-3	0	-3	-1	100	-4
N#C/C(C(N)=O)=C1/CCCN1Cc1ccccc1	-2	-1.1	1	-4	0	9	-4	8	95	12
Cc1ccc(NC(=O)CC(O)(C(F)(F)F)C(F)(F)F)cc1	-2	0.6	-1	-6	-9	-2	2	-1	101	1
Clc1ccc(-n2nnnc2Sc2ncnc3sccc23)cc1	8	1.4	-2	0	-25	2	16	-8	96	-8
O=C(NCc1ccccn1)[C@H]1C[C@@H]1[C@H](NP(=O)(c1ccccc1)c1ccccc1)c1ccccc1	-1	0.8	2	-10	9	-12	-2	4	95	1
COc1ccc(C2/C(=C(/O)c3ccccc3)C(=O)C(=O)N2CCO)cc1 (centres undefined)	0	-1.1	4	nt	4	1	4	1	109	-1
Cc1cc2nc3c(nc2cc1C)CCCC3	-1	-1.8	-4	-4	0	-10	1	0	99	2
CCOc1ccc(NC(=O)c2ccc(N3CC4CC(C3)c3cccc(=O)n3C4)c(NC(=O)c3ccncc3)c2)cc1 (centres undefined)	-11	-0.9	-3	-2	6	1	7	-4	101	8
CC(=O)Nc1ccccc1C(=O)N1CCN(Cc2ccc3c(c2)OCO3)CC1	-14	-0.8	1	-5	-3	12	4	1	95	-3
O=[N+]([O-])c1cc(C(F)(F)F)cc([N+](=O)[O-])c1NCCN1CCNCC1	10	-1.8	1	-19	0	21	-4	2	99	-4
CCN(CC)S(=O)(=O)c1ccc(Cl)c(NC(=O)CSc2nnc(-c3cccs3)o2)c1	-2	-0.1	-1	-3	3	-3	8	8	97	1
O=C(NCCN1C(=O)C2C3C=CC(C3)C2C1=O)Nc1ccc(Br)cc1 (centres undefined)	nt	-1.8	-4	-1	0	-1	-1	-4	103	-5
COC(=O)/C(=C\c1cc(OC)c(OC)c(OC)c1)c1nc2ccccc2[nH]1	4	-0.3	-3	9	2	5	1	12	96	0
CC(=O)Nc1ccc2c(c1)N(S(=O)(=O)c1cccs1)CCC2	-6	-1.3	5	-2	2	1	-2	-2	112	5
Cc1ccc(C(=O)N/C(=C\c2ccc([N+](=O)[O-])cc2)C(=O)NCCc2ccccc2)cc1	7	0.1	-3	-20	-4	0	-4	0	71*	-5
COc1ccc(/C=C2\SC(=S)NC2=O)cc1OS(=O)(=O)c1ccc(NC(C)=O)cc1	9	-0.7	1	nt	-9	-1	9	6	95	2
CC(=O)C[C@H](O)CC(=O)[C@H]1OC(=O)[C@H](C)C/C=C\Cc2ccccc21	6	-1.3	-1	-6	0	5	6	-3	100	-4
COc1ccc(OCC(=O)NNC(=O)CCc2ccccc2)cc1	-3	-0.3	0	6	9	2	1	-1	102	-1
CCCCOc1ccc(C(=O)NN2C(=O)NC3(CCCCC3)C2=O)cc1OC	1	-2.2	1	-4	6	-6	-3	18	103	0
CC(C)NC(=O)NC(=O)COC(=O)c1ccccc1O	1	-2.4	-1	2	0	-14	-2	6	98	-1
O=C(c1ccco1)N1CCN(c2ncnc3scc(-c4cccs4)c23)CC1	1	-0.1	-8	-4	10	1	-2	21	98	-1
CCNc1cc(S(=O)(=O)C(F)(F)F)ccc1N	2	-0.7	3	-5	-7	2	-2	8	87	2
Cc1sc2ncnc(SCC(=O)N(C)C3CCS(=O)(=O)C3)c2c1C (centres undefined)	-3	-1.2	-1	-3	2	-3	1	0	99	3

A stretch of the results above:
SMILES	PDI turbidity	MC4R barr agon	Glyco luc inh	CaV13 FRET inh	Cardio protect	Granule exo inh	ABHD5-PLIN5 inh	MC4R antag cAMP	ABCB6 inh 2	m5-HT2A agonist
Cc1ccc(S(=O)(=O)NCCC(=O)NC2CCCCC2)cc1	-12	-1.2	2	-6	0	1	-4	6	99	1
Cc1ccccc1C(=O)Nc1cccc(C#N)c1	1	-0.4	0	-6	3	-10	4	9	96	7
O=C(O)c1ccccc1C(=O)NNc1ccc(Cl)cc1	-13	-2.8	3	-5	-3	0	-3	-1	100	-4
N#C/C(C(N)=O)=C1/CCCN1Cc1ccccc1	-2	-1.1	1	-4	0	9	-4	8	95	12
Cc1ccc(NC(=O)CC(O)(C(F)(F)F)C(F)(F)F)cc1	-2	0.6	-1	-6	-9	-2	2	-1	101	1
Clc1ccc(-n2nnnc2Sc2ncnc3sccc23)cc1	8	1.4	-2	0	-25	2	16	-8	96	-8
O=C(NCc1ccccn1)[C@H]1C[C@@H]1[C@H](NP(=O)(c1ccccc1)c1ccccc1)c1ccccc1	-1	0.8	2	-10	9	-12	-2	4	95	1
COc1ccc(C2/C(=C(/O)c3ccccc3)C(=O)C(=O)N2CCO)cc1 (centres undefined)	0	-1.1	4	nt	4	1	4	1	109	-1
Cc1cc2nc3c(nc2cc1C)CCCC3	-1	-1.8	-4	-4	0	-10	1	0	99	2
CCOc1ccc(NC(=O)c2ccc(N3CC4CC(C3)c3cccc(=O)n3C4)c(NC(=O)c3ccncc3)c2)cc1 (centres undefined)	-11	-0.9	-3	-2	6	1	7	-4	101	8
CC(=O)Nc1ccccc1C(=O)N1CCN(Cc2ccc3c(c2)OCO3)CC1	-14	-0.8	1	-5	-3	12	4	1	95	-3
